Lmaj promast – reduces viability of Leishmania major promastigotes. actives 9% (n = 200,000). AID 1063. resazurin fluorescence viability. inhibition, % at 10 µM; in the data active = inhibition above about 50%;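 note: promastigotes grown with compound for 44 hours at 28 °C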
HMGR II inh – E. faecalis class II HMG-CoA reductase inhibition; purified E. faecalis HMGR, NADPH absorbance 340 nm kinetic; actives 0.41% (n = 190,000); inhibition, % at 10 µM;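 active = inhibition above a set limit, the median over all tested compounds plus 3 SD, cut at about 9.5% in these data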;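 note: enzyme runs in reverse so mevalonate oxidation gives rising NADPH absorbance; 0% = complete reaction with DMSO and 100% = background rate lacking mevalonate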
PPARg SRC3 recr – promotes SRC-3 coactivator recruitment by human PPARgamma; actives 0.26% (n = 200,000); AID 731; P37231; activation, % at 8 µM; biochemical PPARgamma/SRC-3 coactivator recruitment assay; in the data active = activation above about 23%;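 note: 0% = DMSO and 100% = reference agonist; some compounds past the cut are filed as inactive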
S1P3 antagonist – blocks the human S1P3 receptor | Q99500 | CHO S1P3 NFAT-BLA reporter, FRET fluorescence, antagonist mode | inhibition, % at 4.98 µM | actives 0.27% (n = 170,000);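 active = inhibition above the plate cutoff, the mean inhibition of test wells on that plate plus 3 SD, cut at about 28% in these data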;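 note: cells challenged with S1P at its EC80 of 0.8 µM; blue over green emission ratio from cleaved BLA substrate after 4 h stimulation; 0% = S1P-stimulated wells and 100% = unstimulated DMSO-only wells; some compounds past the cut are filed as inactive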
Target sequence (Q99500 whole entry, looked up): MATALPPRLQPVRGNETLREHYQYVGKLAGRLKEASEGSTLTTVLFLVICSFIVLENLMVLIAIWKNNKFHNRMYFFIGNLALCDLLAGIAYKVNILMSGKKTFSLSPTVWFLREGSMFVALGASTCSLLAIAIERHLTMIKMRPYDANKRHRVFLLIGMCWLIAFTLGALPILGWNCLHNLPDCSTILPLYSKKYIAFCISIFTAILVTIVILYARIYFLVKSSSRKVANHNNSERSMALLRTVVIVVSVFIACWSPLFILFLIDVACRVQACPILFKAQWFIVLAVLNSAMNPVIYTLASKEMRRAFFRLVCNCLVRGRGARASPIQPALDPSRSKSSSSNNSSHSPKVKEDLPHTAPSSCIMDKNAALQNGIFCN
PPARg SRC-2 ag – PPARgamma-driven SRC-2 recruitment agonism. P37231. PPARgamma LBD-SRC-2 recruitment, biochemical. activation, % at 8 µM. actives 0.34% (n = 200,000). AID 1032; in the data active = activation above about 22%;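 note: 0% = vehicle and 100% = reference agonist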
Redox H2O2 prof – compounds producing H2O2 with reducing agent – biochemical, NIH compound library profiling, artefact control for MLSCN library redox annotation, primary screen | actives 0.03% (n = 200,000) | activation, % at 10 µM | AID 878 | DTT-dependent redox cycling H2O2, phenol red/HRP absorbance; 100% = 100 µM peroxide control, 0% = buffer;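 active = activation of at least 50% relative to the plate's high and low controls in the primary single-dose screen; inactive = activation below 50%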;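 note: compound incubated with DTT at 0.8 mM final as the reducing agent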
ROMK mod – modulators of human ROMK potassium channel | P48048 | actives 2% (n = 130,000) | Tet-inducible ROMK, thallium flux fluorescence; actives lie on both sides | B-score at 10 µM;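 active = signal ratio slope over the read window, or its plate-corrected B-score, at least 3 SD from the plate mean, either direction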;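 note: B-score of the F/F0 ratio slope over 7 to 12 s after thallium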
Target sequence (P48048 whole entry, looked up): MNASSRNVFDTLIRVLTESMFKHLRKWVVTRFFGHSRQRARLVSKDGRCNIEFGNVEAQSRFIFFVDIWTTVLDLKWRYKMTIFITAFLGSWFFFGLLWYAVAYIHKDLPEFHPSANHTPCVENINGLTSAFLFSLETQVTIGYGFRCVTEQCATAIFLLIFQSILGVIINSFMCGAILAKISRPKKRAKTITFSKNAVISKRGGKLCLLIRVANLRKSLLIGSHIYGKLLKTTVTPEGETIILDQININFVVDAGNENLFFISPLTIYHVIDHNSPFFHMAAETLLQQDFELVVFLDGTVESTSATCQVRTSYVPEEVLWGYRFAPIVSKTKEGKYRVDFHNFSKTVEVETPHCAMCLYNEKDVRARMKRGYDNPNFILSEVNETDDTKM
RAM inhibit – blocks the yeast RAM network. S. cerevisiae dse1pr::URA3 reporter, 5-FOA growth OD615, 2 d; analog-sensitive cbk1-as2 kinase mutant strain. inhibition, % at 50 µM. actives 1.8% (n = 190,000). AID 868;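 active = inhibition above a set limit, 3 SD over mean compound inhibition, cut at about 8.4% in these data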;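 note: 0% = DMSO-only wells with no growth and 100% = 10 µM 1-NA-PP1 full growth; inhibition rescues growth on 5-FOA so higher OD means more RAM inhibition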
TR-FRET SRC-2 ct – flags TR-FRET format artefacts in PPARgamma SRC-2 recruitment agonist screen; TR-FRET artefact counter-screen; active compounds read high; actives 0.4% (n = 200,000); TR-FRET ratio at 8 µM; in the data active = TR-FRET ratio above about 2000; note: inactives centre near 1500; reference of the scale not given here
bIAP inh – intestinal alkaline phosphatase (bovine) inhibition; 190,000 tested, under 10 active; AID 1019; inhibition, % at 20 µM; purified bovine IAP, CDP-star luminescence, 30 min;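 active = over 50% inhibition of intestinal alkaline phosphatase at 20 µM in the single-dose screen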
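Assay system – bovine IAP enzyme · Quantity – bovine IAP at 1/65,000,000 final dilution · Detection – CDP-star luminescence signal · Times – 30 min reaction at room temperature · Also added – CDP-star substrate at 30 µM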
PPARg SRC1 recr – promotes SRC-1 coactivator recruitment by human PPARgamma; P37231; activation, % at 8 µM; actives 0.41% (n = 200,000); PPARgamma-SRC-1 coactivator recruitment biochemical assay; AID 631; in the data active = activation above about 19%;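 note: 0% = DMSO and 100% = reference agonist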
Numbers without * were called inactive; · = not tested or not shown.

SMILES	Lmaj promast	HMGR II inh	PPARg SRC3 recr	S1P3 antagonist	PPARg SRC-2 ag	Redox H2O2 prof	ROMK mod	RAM inhibit	TR-FRET SRC-2 ct	bIAP inh	PPARg SRC1 recr
COc1cc(CC(=O)OCC(=O)Nc2sccc2C(N)=O)cc(OC)c1OC	0	-2	-2	6	-1	0.2	-2.5	2.0	1534	-35	2
CC(C)(C)NC(=O)NC(=O)COC(=O)COc1ccc2c(c1)CCC2	-7	1	-1	11	5	0.7	1.3	0.5	1615	6	3
COc1ccc(OC)c(NC(=O)C2C3C=CC(C3)C2C(=O)NCc2ccccn2)c1 (stereo not drawn)	-1	3	0	0	-8	1.4	1.1	0.6	1639	8	6
Cn1c(CN2CCOCC2)nnc1SCC(=O)NCCc1ccccc1	-6	1	-7	8	0	3.2	·	-0.2	1481	7	-1
Cc1nn(-c2cc(N3CCCCC3)ccc2[N+](=O)[O-])c(=O)c2ccccc12	21	0	5	·	9	-0.5	-0.59	0.4	1571	-24	-4
COc1ccc(-n2cnc3cc(C(=O)NCCN4CCOCC4)ccc32)cc1	0	1	-3	3	-1	-0.6	0.072	1.6	1601	-6	2
CCCOc1cccc(/C=N/NC(=O)c2csc(C)c2C)c1	1	-4	14	·	8	0.1	0.14	3.2	1686	-4	4
CS(=O)(=O)Nc1ccccc1C(=O)NCc1ccco1	-5	-12	26*	·	20	-0.2	0.022	1.5	1638	9	1
CCOc1ccc2cc(S(=O)(=O)n3ccnc3C)ccc2c1	-4	-1	0	-25	2	2.9	·	1.2	1578	29	9
COC(=O)c1ccc(C(=O)OC)c(NC(=O)COC(=O)CC2CC3CCC2C3)c1 (stereo not drawn)	-2	-2	6	·	3	0.3	0.051	6.0	1665	4	-1
O=C(Nc1ccc(F)cc1)c1sccc1SCc1cccc(C(F)(F)F)c1	18	-10	13	·	6	-3.4	·	14*	1670	·	-3
O=c1[nH]c(CN2CCN(S(=O)(=O)c3cccs3)CC2)nc2c(Br)cc(Br)cc12	11	-8	2	-4	-5	0.3	0.87	2.4	1468	-26	10
COc1ccc(S(=O)(=O)N2CCCC(C(=O)O)C2)cc1Cl (stereo not drawn)	-1	-10	6	-36	-4	-0.2	·	1.4	1399	4	-2
CCCC(C)C(=O)NCc1ccncc1 (stereo not drawn)	-1	0	5	1	2	-0.5	-0.9	-0.1	1653	2	2
CC(C)(C)C(=O)Cn1ncc(N2CCOCC2)c(Br)c1=O	-11	-3	2	-15	-1	-0.5	0.7	1.0	1690	-1	10
Cc1oc(C(=O)O)cc1COc1ccc2c3c(c(=O)oc2c1C)CCC3	-13	-2	4	·	9	0.1	0.73	1.2	1694	4	6
CCCCN(CC)Cc1ccc(CNC(=S)Nc2ccc(C)cc2Cl)o1	19	0	-2	19	2	0.4	-0.098	0.5	1489	-55	7
Cc1ccc(NCCC(=O)c2cccs2)cc1	72*	-5	6	-17	2	0.0	0.025	0.8	1676	-9	0
CCc1ccc2[nH]c(=O)c(CN(CCN(CC)CC)C(=S)NCc3ccco3)cc2c1	15	-1	1	-15	-1	-0.2	-3.3*	-1.8	1457	-15	-10
Oc1oc(-c2ccco2)nc1C=Nc1ccccc1	14	-2	-4	18	-1	2.0	·	1.7	1656	26	13
COCCN(CCOC)S(=O)(=O)c1ccc(C(=O)Nc2nnc(CSC)o2)cc1	-10	3	0	12	3	-1.6	0.13	1.0	1574	-9	10
C/C(=N\Nc1cc(N2CCOCC2)ncn1)c1cccc([N+](=O)[O-])c1	-5	-7	-1	-6	1	12	-0.28	2.1	1434	-14	2
COc1ccc(C(=O)Nc2cccc(C)c2)cc1	-2	2	1	1	12	1.1	0.0027	1.7	1753	29	5
CCCOc1ccc(C(=O)Nc2ccc(S(=O)(=O)Nc3onc(C)c3C)cc2)cc1	-12	0	4	-7	-1	-0.5	0.94	5.1	1497	8	-2
NC(=O)[C@@H]1CCOc2c(I)cc([N+](=O)[O-])cc2C(=O)N[C@@H](CO)C(=O)NCC(=O)N1	-6	-9	0	0	10	0.3	-0.12	1.3	1410	41	4
CCOc1cc(-c2nc(-c3ccc(C)nc3OC)no2)cc(OCC)c1OCC	-2	0	1	-15	6	0.8	1	0.5	1528	6	4
CC(=O)Oc1ccc(C(=O)Nc2nnc(C)s2)cc1	-2	-1	-8	-23	-11	0.5	·	0.5	1309	24	1
O=C(CC(c1ccccc1)c1ccccc1)NCc1cccnc1	29	0	-1	·	4	0.4	0.47	1.9	1556	0	0
CCc1ccc2[nH]c(=O)c(CN(Cc3ccccc3)Cc3nnnn3Cc3ccco3)cc2c1	22	-2	-8	-2	-3	3.8	·	3.2	1397	2	-4
O=C(NCc1ccccc1)c1ccccc1CO	-9	0	5	0	-2	-0.2	-0.5	-1.0	1518	20	6
CCCCCCNC(=O)Cc1c(O)c2ccccc2[nH]c1=O	-11	5	-4	8	-5	2.1	1.9	4.9	1565	8	4
O=C(CN(CCc1ccccc1)S(=O)(=O)c1ccc(Cl)cc1)N/N=C/c1ccc2c(c1)OCO2	48	-2	-5	-6	-3	0.7	0.83	3.1	1510	17	-3
O=C(NCc1ccc(F)cc1)C1CCCN(C(=O)Nc2ccccc2)C1 (stereo not drawn)	-1	0	-1	10	0	3.9	·	-0.7	1652	-6	3
CCOC(=O)C1(Cc2cccc(OC)c2)CCN(Cc2cnc(N)nc2)CC1	-3	-2	-1	10	5	0.7	-0.089	0.9	1422	-19	8
CC(=O)Nc1cc(-c2nn3c(C)nnc3s2)ccc1C	-6	1	3	-22	8	-2.5	·	1.3	1622	-6	2
Cn1c(=O)n(C)c2cc(/C=N/NC(=O)c3ccncc3)ccc21	5	-1	0	-16	-5	0.0	0.83	-1.1	1650	6	4
O=C(COc1ccccc1O)NNc1ccccc1	74*	-2	0	15	0	0.1	0.34	3.4	1458	-7	-6
O=C(CN1CCOc2ccccc21)N1CCN(c2cccc(Cl)c2)CC1	-3	·	3	-41	5	-2.7	·	·	1594	·	5
CC1C(C#N)=C(N)OC2=C1C(=O)CC(c1ccccc1)C2 (stereo not drawn)	1	-5	1	-2	-1	-0.8	·	0.1	1320	-1	7
Cc1cccc(NC(=O)c2sc(NC(=O)COc3ccccc3)c(C#N)c2C)c1C	4	-5	7	-2	-2	-0.2	-0.094	2.1	1500	3	-1

5 compounds out of the list, ordered by count of non-hydrogen atoms, descending:
SMILES	Lmaj promast	HMGR II inh	PPARg SRC3 recr	S1P3 antagonist	PPARg SRC-2 ag	Redox H2O2 prof	ROMK mod	RAM inhibit	TR-FRET SRC-2 ct	bIAP inh	PPARg SRC1 recr
COC(=O)c1ccc(C(=O)OC)c(NC(=O)COC(=O)CC2CC3CCC2C3)c1 (stereo not drawn)	-2	-2	6	·	3	0.3	0.051	6.0	1665	4	-1
Cc1nn(-c2cc(N3CCCCC3)ccc2[N+](=O)[O-])c(=O)c2ccccc12	21	0	5	·	9	-0.5	-0.59	0.4	1571	-24	-4
Cc1oc(C(=O)O)cc1COc1ccc2c3c(c(=O)oc2c1C)CCC3	-13	-2	4	·	9	0.1	0.73	1.2	1694	4	6
COc1ccc(S(=O)(=O)N2CCCC(C(=O)O)C2)cc1Cl (stereo not drawn)	-1	-10	6	-36	-4	-0.2	·	1.4	1399	4	-2
CC(=O)Oc1ccc(C(=O)Nc2nnc(C)s2)cc1	-2	-1	-8	-23	-11	0.5	·	0.5	1309	24	1

(more compounds)
SMILES	Lmaj promast	HMGR II inh	PPARg SRC3 recr	S1P3 antagonist	PPARg SRC-2 ag	Redox H2O2 prof	ROMK mod	RAM inhibit	TR-FRET SRC-2 ct	bIAP inh	PPARg SRC1 recr
COc1cc(/C=C/C(=O)OCC(=O)NC(=O)NC(C)(C)C)cc(OC)c1OC	27	1	2	-10	2	0.3	0.0066	1.1	1402	-6	5
C=CCn1c(O)c(N=NC(=S)Nc2cccc(C)c2)c2ccccc21	99*	-3	4	6	-5	0.0	1.5	6.0	1471	0	-3
Cc1csc(NC(=O)CSc2nnc(-c3ccoc3C)o2)n1	10	-3	-7	-12	-10	1.8	-0.39	1.0	1622	-17	4
CCn1cc(CN2CCN(Cc3ccsc3)C(CCO)C2)cn1 (stereo not drawn)	-4	-3	-3	-4	1	-0.5	·	0.8	1476	13	1
CCOC(=O)c1cccc(N2C(=O)Nc3ccccc3N2O)c1	-5	-5	-2	10	7	-0.7	-0.6	1.4	1593	3	-2
Cc1cc(/C=C2/C(=N)N3C(=NC2=O)SN=C3S(C)(=O)=O)c(C)n1-c1ccccc1	3	0	6	-8	5	-0.5	1.2*	4.3	1508	-9	6
COc1ccc(OCC(=O)Nc2ccc(N3CCC(C)CC3)cc2)cc1	9	-1	2	-1	4	-1.6	0.04	-0.7	1467	-14	-4
CCOC(=O)C1=C(C)NC(=O)NC1c1ccc(Cl)cc1Cl (stereo not drawn)	1	2	7	8	4	2.2	·	2.3	1485	-3	-1
NS(=O)(=O)c1ccc(CNS(=O)(=O)c2ccc(Cl)nc2)cc1	-8	2	7	5	15	-1.8	0.18	4.3	1782	-6	7
COCCN(CCOC)Cc1c(C)[nH]c2ccccc2c1=O	-5	3	1	-9	3	2.8	·	1.6	1417	-6	0
Cc1ccc(C(=O)N/N=C/c2cccc(OC(=O)/C=C/c3ccco3)c2)cn1	-3	1	5	-14	-1	-0.5	0.7	-0.7	1700	-7	6
Cc1cc(C)n(-c2nc(NCC(C)O)c3c4c(sc3n2)CCCC4)n1 (stereo not drawn)	25	-1	11	14	0	-0.2	·	1.7	1584	-15	8
COc1ccc(CNC(=O)COC(=O)CCCOc2ccc(Cl)cc2Cl)cc1	-8	1	-1	-6	3	0.2	·	9.6*	1744	13	4
CCOc1ccccc1C1C(C#N)=C(N)Oc2cc(C)n(C)c(=O)c21 (stereo not drawn)	-6	2	-2	·	5	-4.6	·	4.0	1578	16	6
Cc1ccc(S(=O)(=O)Cn2nnnc2C(C(C)C)N2CCSCC2)cc1 (stereo not drawn)	8	-1	4	1	0	-1.3	-0.43	-0.5	1446	6	0
CCCN(CCC)CC(=O)NCC1(c2ccccc2)CCOCC1	16	-5	3	·	4	1.4	·	-0.7	1349	0	-1
O=C1CCC(=O)N1OCCOc1ccc(Cl)c2ccccc12	-2	2	6	8	-4	0.4	0.22	0.0	1519	1	12
CC(Cc1ccccc1)N/C=C1\CC(=O)NC1=O (stereo not drawn)	-4	0	-5	·	3	2.1	·	0.3	1480	9	-2
N#C/C(=C\c1cn(CCOc2ccccc2F)c2ccccc12)C(=O)NCc1cccs1	45	-3	-1	-2	-3	3.8	0.57	4.8	1497	2	-2
Cc1cc(Br)ccc1OCC(=O)N(Cc1nc(-c2ccccc2)no1)C(C)C	7	0	0	14	11	-0.1	·	11*	1528	4	2
CCN1C(=O)/C(=C\c2ccco2)C(C(=O)OC)=C1C	3	-3	5	·	4	0.2	-0.99	0.1	1733	25	4
NC(=O)C(c1ccc(Sc2ccccc2)nn1)c1ccc(Cl)cc1Cl (stereo not drawn)	-1	-4	7	·	11	-0.1	-0.54	3.3	1706	29	4

Assay outcomes: PubChem, several laboratories
